# Epigenetic reg – derepresses silenced GFP reporter in murine cells; murine LDR cells, GFP reporter derepression, 30 h; Potency, µM (doses to about 53.9 µM), inactives show top-dose GFP activation, hits mostly activators; hit rate 0.2% among 280,000; active means well fitted activation curve with a large enough effect; inconclusive means small, poorly fitted or top-dose-only effect; further: % of control where 0% means no effect; nearly all actives have a fitted effect of over 60% in size
#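 Murine LDR cells carrying a silenced, genomically integrated CMV-driven GFP reporter were exposed to compound for 30 hours at 37 C. After PBS washes, GFP-positive cells (20–120 um objects) were counted by laser-scanning microplate cytometry.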
# * = called active by the depositor; ? = inconclusive. Potency means the concentration at half of the fitted maximal effect.
no.	Structure	Epigenetic reg
1	COc1ccc(NC(=O)C2CCC(CNS(=O)(=O)c3ccc(Br)s3)CC2)cc1OC (stereo not given)	10%
2	CSc1ccc(CCNC(=O)CCc2c(C)nc3c(c(C)nn3-c3ccccc3)c2C)cc1	-0.4%
3	O=C(Nc1cc(-c2nc3cc(Cl)ccc3o2)ccc1Cl)c1cccs1	?
4	O=C(Cn1cnc2ccccc2c1=O)NCCC(=O)Nc1ccc(F)cc1	-0.2%
5	COc1ccc(OC)c(NC(=O)Cc2c(C)n(C(=O)c3ccc(Cl)cc3)c3ccc(OC)cc23)c1	-1.1%
6	O=c1c2sc3ccccc3c2n(Cc2cccc(C(F)(F)F)c2)c(=O)n1Cc1ccc(F)cc1	1.2%
7	CCOc1ccc(Nc2nc3c(S(=O)(=O)c4cccc(Cl)c4)nnn3c3ccsc23)cc1	6.1%
8	O=C(c1ccco1)c1cn(CCOc2ccc(Cl)cc2)c2ccccc12	-1.0%
9	CCCS(=O)(=O)c1nc(S(=O)(=O)c2ccc(C)cc2)c(NC(C)c2ccccc2)s1 (stereo not given)	-1.8%
10	COc1ccc(C(=O)COC(=O)CCCC(=O)Nc2ccc(C(C)=O)cc2)cc1	0.4%
11	O=c1[nH]c(=O)n(C2CCCCC2)c(O)c1C1=Nc2ccccc2SC(c2ccc(Cl)cc2)C1 (stereo not given)	1.0%
12	COc1cc(C(=O)Nc2cccc(OCc3cc(=O)n4cc(C)sc4n3)c2)cc(OC)c1OC	2.9%
13	CCOc1ccc(NC(=O)c2cnc3ccccn3c2=O)cc1	1.4%
14	Cc1nc2c(c(C)c1CCC(=O)NCc1ccccc1)c(=O)n(C)c(=O)n2C	-0.3%
15	CCCc1cc(N2CCN(c3cc(Cl)ccc3C)CC2)n2cnnc2n1	22%
16	CC1=C(C(=O)Nc2ccc(Cl)cc2)C(c2ccccc2)n2ncc(C(=O)Nc3ccccc3)c2N1 (stereo not given)	-1.8%
17	COc1ccc(-n2nc3cc(C)c(NC(=O)c4ccc(-c5ccc(Br)cc5)o4)cc3n2)cc1	-0.8%
18	COCCCNC(=O)Cn1c(=O)n(-c2cccc(C)c2)c(=O)c2c3c(sc21)CN(C(C)=O)CC3	0.0%
19	COc1ccc(N2CC(C(=O)Nc3ccc(NC(C)=O)cc3)CC2=O)cc1 (stereo not given)	3.2%
20	O=C(c1ccccc1Cl)n1nc(-c2ccco2)nc1NCc1cccs1	-1.9%
21	CCOc1ccc(NC(=O)[C@@H](c2ccccc2)N2Cc3ccccc3C2=O)cc1	-1.1%
22	CN1c2ccccc2-c2nc(SCC(=O)Nc3ccccc3C(F)(F)F)ncc2S1(=O)=O	-0.2%
23	Cc1ccc(C(=O)Nc2cccc(O)c2)cc1S(=O)(=O)N1CCCCCC1	-0.5%
24	CCCn1c(NCc2ccccc2C)nc2ccccc21	4.1%
25	CCOc1ccc(OCC)c(NC(=O)CCc2c(C)nc3c(c2C)c(=O)n(C)c(=O)n3C)c1	-0.3%
26	CCCCCn1c(CNC(=O)c2ccccc2)nc2ccccc21	-2.5%
27	Cc1ccc2c(c1)c1c(c(=O)n(-c3ccccc3)c(=O)n1CC(=O)NCC1CCCO1)n2C (stereo not given)	6.6%
28	CCCc1ccc(OCC(=O)Nc2sc(C(=O)OCC)c(C)c2C(=O)OCC)cc1	-0.8%
29	CCc1ccc(S(=O)(=O)N2CCN(c3ccc(Cl)c(Cl)c3)CC2)cc1	-1.1%
30	Cc1ccc(C)c(NC(=O)CCCN2C(=O)COc3ccc(C)cc32)c1	0.3%

# Next section.
no.	Structure	Epigenetic reg
31	Cc1ccc2c(c1)c1c(c(=O)n(-c3cccc(Cl)c3)c(=O)n1CC(=O)N1CCCC1)n2C	-1.5%
32	COc1ccc(NC(=O)CC2C(=O)N(c3ccc(F)cc3)C(=O)N2Cc2cccnc2)cc1 (stereo not given)	-0.5%
33	Cc1ccc(OCC(=O)Nc2cccc(-c3nc4ccccc4o3)c2C)cc1C	?
34	Cc1oc(-c2ccccc2F)nc1CN1CCC(C(=O)NCCc2ccccc2)CC1	0.0%
35	O=C(Nc1c(C(=O)N2CCN(c3ccccc3F)CC2)oc2ccccc12)c1ccc(Br)o1	-2.7%
36	Cc1ccc(C)c(N2CCN(C(=O)c3ccc4c(=O)n(CCc5ccccc5)c(=O)[nH]c4c3)CC2)c1	2.3%
37	CCc1cccc(NC(=O)C2CCC(CNS(=O)(=O)c3ccc4c(c3)CCCC(=O)N4)CC2)c1 (stereo not given)	1.6%
38	Cc1ccc(-n2nc(CO)c(C(=O)NCC(c3ccccc3)c3ccccc3)n2)cc1	4.9%
39	CC(=O)N1c2ccccc2C(=O)C1N1CCN(c2cccc(C(F)(F)F)c2)CC1 (stereo not given)	0.2%
40	COc1ccc(-n2cc(-c3ccc4c(c3)OCO4)n(CC(=O)Nc3cc(Cl)ccc3C)c2=O)cc1	?
41	Cc1ccc(NC(=O)C2CCCN2S(=O)(=O)c2ccc3nc(-c4ccccc4)[nH]c3c2)cc1C (stereo not given)	4.2%
42	Cc1ccc(C)c(N2CCN(S(=O)(=O)c3csc(C(N)=O)c3)CC2)c1	-0.2%
43	CCc1cccc(NC(=O)CC2Oc3ccc(C)cc3NC2=O)c1 (stereo not given)	0.0%
44	Cc1ccc(CSc2ncc(Cl)c(C(=O)Oc3ccccc3F)n2)cc1	1.9%
45	Cc1cccc(C)c1NC(=O)Cn1nnc(C(=O)Nc2c(C)cccc2C)c1N	1.8%
46	COc1ccc(C)cc1NC(=O)c1cc2ccccn2n1	0.8%
47	Cc1cccc(CNC(=O)CCCN2C(=O)COc3ccc(C)cc32)c1	-2.3%
48	O=C(c1ccc(CSc2nc3ccncc3n2Cc2cccc(F)c2)cc1)N1CCCCCC1	1.6%
49	Cc1c(Cl)cccc1NC(=O)CN1C(=O)COc2ccc(S(=O)(=O)N3CCCCCC3)cc21	3.8%
50	CCOc1ccc(CNC(=O)CCn2nc(C)c3c(C)n(-c4ccccc4)nc3c2=O)cc1	1.2%
51	CCOc1ccc(CN2CCN(S(=O)(=O)c3ccc(Cl)cc3)CC2)cc1	-0.8%
52	CCOC(=O)C(C)Sc1nc(-c2ccccc2Cl)cc(-c2ccccc2)c1C#N (stereo not given)	-1.1%
53	Cc1cccc(Cn2c(=O)n(Cc3ccccc3)c(=O)c3c2c2cc(C)ccc2n3C)c1	-0.1%
54	Cc1ccc(-n2c(=O)c3c(cnn3C)n(Cc3ccc(Cl)cc3)c2=O)cc1	0.3%
55	CCCCCCc1cc2cc(-c3nnc(-c4ccc(C)cc4)o3)c(=O)oc2cc1O	2.2µM*
56	O=C(Nc1ccccc1Cl)c1cc2c(-c3ccccc3)nn(-c3ccccc3)c2s1	-1.0%
57	CCCSc1nc2sc3c(c2c(=O)n1-c1ccccc1)CCC(C)C3 (stereo not given)	-3.2%
58	CCC(Cn1nnc2ccccc2c1=O)NC(=O)Nc1ccc(C)cc1C (stereo not given)	0.7%
59	COC(=O)c1cc(-c2ccc(OC)c(OC)c2)c2c(=O)[nH]c(=O)n(C)c2n1	2.0%
60	O=C(Nc1ccc(Cl)c(-c2nc3ccccc3o2)c1)c1ccc(-c2cccc([N+](=O)[O-])c2)o1	-1.0%

# A section from the list above, for reference:
no.	Structure	Epigenetic reg
1	COc1ccc(NC(=O)C2CCC(CNS(=O)(=O)c3ccc(Br)s3)CC2)cc1OC (stereo not given)	10%
2	CSc1ccc(CCNC(=O)CCc2c(C)nc3c(c(C)nn3-c3ccccc3)c2C)cc1	-0.4%
3	O=C(Nc1cc(-c2nc3cc(Cl)ccc3o2)ccc1Cl)c1cccs1	?
4	O=C(Cn1cnc2ccccc2c1=O)NCCC(=O)Nc1ccc(F)cc1	-0.2%

# More compounds:
no.	Structure	Epigenetic reg
61	O=c1oc2ccccc2c(N2CCN(c3ccc(F)cc3)CC2)c1CN1CCCC1	3.8%
62	Cc1ccc(C)c(OCCCn2c(-c3ccc(Cl)cc3)nc3ccccc3c2=O)c1	1.2%
63	CCOc1ccc(NC(=O)c2c(NC(=O)Cc3ccccc3)sc3c2CCCCC3)cc1	8.7%
64	CCOC(=O)c1c(NC(=O)c2nc(SC(C)C)ncc2Cl)sc2c1CCCC2	-2.0%
65	COc1ccc(-n2c(SCc3nc(-c4ccc(C)cc4)no3)nnc2-c2ccncc2)cc1	0.8%
66	COc1ccc(CCNC(=O)c2ccc3c(c2)N(Cc2cc(C)ccc2C)C(=O)c2ccccc2S3=O)cc1OC (stereo not given)	-1.1%
67	COc1cc(Br)cc2cc(S(=O)(=O)c3ccccc3)c(=O)oc12	-1.1%
68	COc1ccc(NC(=O)Cn2cc(C(=O)c3ccc(C)c(C)c3)c(=O)c3cc(OC)ccc32)cc1	17%
69	CCC(=O)N1CCc2cc(S(=O)(=O)NC(CC(C)C)C(=O)NCc3ccc(C)cc3)ccc21 (stereo not given)	?
70	O=C(Nc1ccccc1C(F)(F)F)C1(S(=O)(=O)c2ccc(Cl)cc2)CC1	-0.7%
71	CCc1ccccc1OCCSc1nc(-c2cccs2)nc2cc(=O)[nH]n12	3.7%
72	COc1cccc(CNC(=O)CN(C)S(=O)(=O)c2ccc3c(c2)c(=O)n(C)c(=O)n3C)c1	-0.3%
73	Cc1cc(OCC(=O)N(Cc2ccc(N(C)C)cc2)CC2CCCO2)ccc1Cl (stereo not given)	-2.9%
74	COc1cccc(NC(=O)/C(C#N)=C/c2c(C)n(Cc3ccc(Cl)cc3)c3ccccc23)c1	-1.6%
75	COc1ccc(C(=O)/C=C/c2cn(CC(O)CN3CCc4ccccc43)c3ccccc23)cc1OC (stereo not given)	8.8%
76	Cc1cc(N2CCCCC2)nc2ccc(NC(=O)c3ccc(F)cc3)cc12	-1.1%
77	Cc1nc2sccn2c(=O)c1S(=O)(=O)NCc1ccc(F)cc1	0.6%
78	CCc1ccc2oc(-c3cccc(NC(=O)C(C)(C)Oc4ccc(Br)cc4)c3)nc2c1	-1.1%
79	CCOc1ccc(CCNC(=O)c2cn(CC)c3ccc(S(=O)(=O)N4CCc5ccccc5C4)cc3c2=O)cc1OCC	13%
80	Cc1ccc(COc2cccc3cc(-c4noc(-c5ccc(C)cc5)n4)c(=O)oc23)cc1	-1.8%
81	COc1cc(OC)c(NC(=O)c2nn(-c3ccc(C)cc3)c(=O)c3c2c2ccccc2n3C)cc1Cl	1.1%
82	COc1ccc(-c2noc(C(C)NC(=O)c3ccco3)n2)cc1 (stereo not given)	-0.3%
83	COc1cc(-c2nc3ncccn3c2Nc2ccc(C)cc2C)ccc1O	5.8%
84	COc1ccc(OC)c(CNC(=O)c2cccc(NC(=O)N3CCSc4ncccc43)c2)c1	-2.2%
85	Cc1ccc(CNC(=O)c2ccc(Cn3c(=O)c4ccccc4n(CC(=O)Nc4c(C)cc(C)cc4C)c3=O)cc2)cc1	?
86	Cc1ccc(NC(=O)CN2C(=O)COc3ccc(S(=O)(=O)N4CCCCC4)cc32)cc1N(C)C	5.5%
87	Cc1ccc(C)c(NC(=O)C2CCCN(S(=O)(=O)c3cccc4nsnc34)C2)c1 (stereo not given)	0.5%
88	COc1ccccc1CNC(=O)c1ccc2c(c1)CCN2S(=O)(=O)c1ccc(Cl)cc1	2.4%
89	CCOC(=O)c1sc2nc(C)n(CC(=O)Nc3cccc(Cl)c3)c(=O)c2c1C	6.5%
90	Cc1ccccc1Cn1nnc2c(=O)[nH]c(C3CCCN(C(=O)c4ccc(F)cc4)C3)nc21 (stereo not given)	-4.0%

# (next part)
no.	Structure	Epigenetic reg
91	Cc1cc(Nc2cccc(C(F)(F)F)c2)nc2ccc(NC(=O)c3ccc(N(C)C)cc3)cc12	0.1%
92	CCC(C)Sc1oc(-c2ccco2)nc1S(=O)(=O)c1ccc(C)cc1 (stereo not given)	-0.6%
93	CCOc1ccc2c(c1)c(=O)c(S(=O)(=O)c1ccc(C)cc1)cn2CC(=O)Nc1ccc(C)cc1	-4.3%
94	CCCCOc1ccc(C(=O)Nc2cccc(-c3nc4cccnc4s3)c2)cc1	-2.4%
95	COc1ccc(-c2cc(C(F)(F)F)n3nc(C(=O)Nc4sc5c(c4C(=O)OC(C)C)CCCC5)cc3n2)cc1OC	0.0%
96	CCOc1ccc(-c2oc3ccc(C)cc3c(=O)c2O)cc1	0.8%
97	COc1ccc(Nc2oc(/C=C/c3ccccc3OC)nc2C#N)cc1	?
98	CCCN(Cc1cccs1)C(=O)Nc1ccc(Br)c(C)c1	3.3%
99	COc1ccc(N2Cc3cccc(C(=O)Nc4ccc(C(C)C)cc4)c3C2=O)cc1	-0.7%
100	COc1ccc(NC(=O)CC2Nc3ccccc3NC2=O)cc1 (stereo not given)	-1.6%
101	COc1ccccc1NC(=O)Cn1nc(C)n2cccc2c1=O	3.5%
102	CCOc1ccc(N2CC(c3nc4ccccc4n3CCCOc3ccccc3OC)CC2=O)cc1 (stereo not given)	0.0%
103	CCOc1ccc(S(=O)(=O)N(CC(=O)Nc2ccc(OC)cc2OC)c2ccccc2)cc1	-0.5%
104	CCOc1ccc(NC(=O)Cn2c(=O)n(CCc3ccccc3)c(=O)c3c4c(sc32)CCCC4)cc1	5.3%
105	CC(C)c1noc(-c2ccccc2OCC(=O)Nc2ccc([N+](=O)[O-])cc2)n1	-3.9%
106	Cc1ccc2nc(-c3ccc(Cl)s3)c(Nc3ccc4c(c3)OCCO4)n2c1	1.5%

# In another format: 4 of the compounds above.
[101] COc1ccccc1NC(=O)Cn1nc(C)n2cccc2c1=O
  Epigenetic reg = 3.5%

[33] Cc1ccc(OCC(=O)Nc2cccc(-c3nc4ccccc4o3)c2C)cc1C
  Epigenetic reg = ?

[46] COc1ccc(C)cc1NC(=O)c1cc2ccccn2n1
  Epigenetic reg = 0.8%

[76] Cc1cc(N2CCCCC2)nc2ccc(NC(=O)c3ccc(F)cc3)cc12
  Epigenetic reg = -1.1%

# Some of the compounds tested. The share of hits here may be higher or lower than overall.
